PI5P4Ka inh – qHTS for Inhibitors of phosphatidylinositol 5-phosphate 4-kinase (PI5P4K) | Phosphatidylinositol 5-phosphate 4-kinase type-2 alpha (Homo sapiens), P48426 | PI5P4Kalpha enzyme, ADP-Glo luminescence, 60 min; stronger effect = lower value | max response, % | 1.2% of 330,000 active | AID 652105, 2013; active = max response of -50% or lower; inconclusive = between -30% and -50%; inactive = -30% or higher; also: value at the top dose of about 77 µM; % is scaled to controls: 0 for no effect and ±100 for the full control effect
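Luminescence from ADP-Glo served as readout of PI5P4Kalpha activity in a qHTS format. Reaction: enzyme, substrate, compound, ATP at 5 microM final, 60 min at RT.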
WRN helicase inh – qHTS for Inhibitors of WRN Helicase; AID 651768, 2012; Bifunctional 3'-5' exonuclease/ATP-dependent helicase WRN (Homo sapiens), Q14191; 0.46% of 360,000 active; Potency, µM (doses to about 114 µM), for inactives: top-dose activity change, negative = inhibition, hits mostly inhibitors; WRN helicase unwinding, fluorescent forked duplex, kinetic; also: potency is read from the fitted curve at half-maximal effect; % is scaled to controls: 0 for no effect and ±100 for the full control effect; nearly all actives have a fitted effect of over 55% in size
Target sequence (Q14191 whole entry, looked up): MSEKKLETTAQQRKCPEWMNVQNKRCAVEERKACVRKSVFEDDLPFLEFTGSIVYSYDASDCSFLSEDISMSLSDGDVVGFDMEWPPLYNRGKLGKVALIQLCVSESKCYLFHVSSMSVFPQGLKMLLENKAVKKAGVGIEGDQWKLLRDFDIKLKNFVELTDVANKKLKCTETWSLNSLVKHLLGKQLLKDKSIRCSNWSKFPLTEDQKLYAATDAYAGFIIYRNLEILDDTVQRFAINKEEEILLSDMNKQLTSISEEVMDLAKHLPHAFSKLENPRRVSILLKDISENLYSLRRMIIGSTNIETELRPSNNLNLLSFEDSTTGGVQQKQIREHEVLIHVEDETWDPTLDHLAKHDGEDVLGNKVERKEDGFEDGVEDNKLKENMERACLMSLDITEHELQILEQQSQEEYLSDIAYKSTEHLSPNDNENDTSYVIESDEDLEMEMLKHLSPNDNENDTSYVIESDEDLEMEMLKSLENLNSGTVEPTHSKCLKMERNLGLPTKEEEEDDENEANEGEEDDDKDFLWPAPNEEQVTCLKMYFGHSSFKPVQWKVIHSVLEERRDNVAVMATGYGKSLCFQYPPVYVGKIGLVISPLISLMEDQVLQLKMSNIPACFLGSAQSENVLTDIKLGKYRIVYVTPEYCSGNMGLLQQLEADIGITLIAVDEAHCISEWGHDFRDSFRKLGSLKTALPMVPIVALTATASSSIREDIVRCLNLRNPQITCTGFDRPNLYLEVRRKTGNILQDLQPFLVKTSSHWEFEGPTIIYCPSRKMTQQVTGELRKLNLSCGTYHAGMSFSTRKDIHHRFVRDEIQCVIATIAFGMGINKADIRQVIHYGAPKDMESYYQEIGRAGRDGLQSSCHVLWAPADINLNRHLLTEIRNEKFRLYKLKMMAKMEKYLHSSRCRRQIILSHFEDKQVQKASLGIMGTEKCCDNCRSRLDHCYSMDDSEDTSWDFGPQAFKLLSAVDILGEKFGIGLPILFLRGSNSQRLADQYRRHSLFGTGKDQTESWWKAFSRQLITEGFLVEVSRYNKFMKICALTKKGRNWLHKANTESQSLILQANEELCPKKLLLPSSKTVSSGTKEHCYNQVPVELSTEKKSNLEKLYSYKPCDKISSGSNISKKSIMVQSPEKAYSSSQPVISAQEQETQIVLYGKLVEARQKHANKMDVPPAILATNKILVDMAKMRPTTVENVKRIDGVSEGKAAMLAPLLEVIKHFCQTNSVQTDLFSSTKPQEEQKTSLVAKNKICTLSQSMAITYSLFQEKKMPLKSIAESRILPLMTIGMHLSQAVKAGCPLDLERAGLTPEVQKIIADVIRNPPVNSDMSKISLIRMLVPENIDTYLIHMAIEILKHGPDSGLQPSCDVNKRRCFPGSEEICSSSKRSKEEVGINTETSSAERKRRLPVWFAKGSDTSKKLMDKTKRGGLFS
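Kinetic fluorescence helicase assay: unwinding of a quenched forked DNA duplex (100 nM final) with 2 mM ATP final raises red fluorescence (525/598 nm). Compounds sat 15 min at room temperature with 20 nM WRN beforehand.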
GLP-1R agonist – qHTS of GLP-1 Receptor Agonists. AID 624172, 2012. HEK293 GLP-1R CRE-luciferase, luminescence, 4-6 h; cells express a hypersensitive GLP-1R form. 0.007% of 380,000 active. Potency, µM (highest dose often 45.6 µM), inactives show at the highest dose activation, most hits filed as activators; also: potency is read from the fitted curve at half-maximal effect; % of control where 0% means no effect
GLP-1R inv ag – qHTS of GLP-1 Receptor Inverse Agonists (Inhibition Mode); AID 624417, 2012; 1.6% of 410,000 active; Glucagon-like peptide 1 receptor (Homo sapiens), P43220; HEK293 GLP-1R CRE-luciferase, luminescence, 24 h; GLP-1R form is constitutively active; Potency, µM (top dose mostly 38.3 µM), for the others: at the top dose activity change, negative = inhibition, hits mostly inhibitors; also: potency is read from the fitted curve at half-maximal effect; % is scaled to controls: 0 for no effect and ±100 for the full control effect; nearly all actives have a fitted effect of over 55% in size
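Inverse agonists were sought by their lowering of basal cAMP reporter luciferase output in HEK293 cells stably carrying constitutively active human GLP-1R, after 24 h compound treatment.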
D3 antag – qHTS of D3 Dopamine Receptor Antagonist: qHTS | D(3) dopamine receptor (Homo sapiens), P35462 | D3R cells, DiscoveRx beta-arrestin luminescence, antagonist mode; stronger effect = lower value | max response, negative = inhibition, % | 2.5% of 360,000 active; in the data active = max response below about -50%; inconclusive = no clear call, values can overlap the other calls; also: % is scaled to controls: 0 for no effect and ±100 for the full control effect; mostly tested at two doses, the higher about 12 µM
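Cells plated overnight at 1500 cells/well, then exposed to library compounds with dopamine controls for 90 minutes at 37 degrees C. DiscoveRx reagent added for 30–60 minutes at room temperature; luminescence read, quantitative HTS format.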
DRD3 agonist – qHTS of D3 Dopamine Receptor Agonist: qHTS | D3R DiscoveRx beta-arrestin cells, luminescence, 90 min | max activation, % | 0.58% of 410,000 active | AID 652048, 2013; in the data active = max activation above about 30%; also: 0% is about no effect; mostly tested at two doses, the higher about 12 µM
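Cells at 1500/well, incubated overnight, then treated with pinned compounds (dopamine as control) for 90 min at 37 degrees C. DiscoveRx reagent added for 30 - 60 minutes at room temperature; luminescence read.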
HEK293 tox – qHTS of GLP-1 Receptor Inverse Agonists: Cytotox Screen; HEK293 cAMP-luciferase reporter cells, luminescence, 24 h; Potency, µM (highest dose often 38.3 µM), without a hit: top-dose activity change, negative = inhibition, actives largely listed as inhibitors; 0.13% of 410,000 active; AID 624418, 2012;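 also: loss of luciferase light is scored as toxicity; potency is read from the fitted curve at half-maximal effect; % is scaled to controls: 0 for no effect and ±100 for the full control effect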
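Step one: seed cells (200 cells/uL, DMEM with 10% Nu serum, 1% pen-strep). Step two: 12-hour incubation at 37 deg C. Step three: pin 23 nL compound, incubate 24 hr. Step four: add luciferase reagent, read luminescence 12 min later.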
IL2 activator – qHTS of IL-2 Activators. IL-2 activation reporter assay, cell-based qHTS; stimulated with anti-CD3/CD4/CD28 beads; in transgenic mouse T cells. activation, % (series mostly up to about 46 µM). AID 652025, 2013. 0.065% of 360,000 active; in the data active = activation above about 50%; inconclusive = mostly about 30% to 49%; also: 0% is about no effect
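Screening format: compound pinned onto unstimulated transgenic mouse T cells, 60 min incubation, then anti-CD3/anti-CD4/anti-CD28 bead stimulation for 18 hours at 37 degrees C, followed by EGFP and DsRed detection.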
PLK1 PBD inh – qHTS for Inhibitors of PLK1-PDB (polo-like kinase 1 - polo-box domain): Primary Screen; Plk1 PBD binding of FITC phosphopeptide, fluorescence polarization; Potency, µM, for the others: max response, negative = inhibition, hits mostly inhibitors; 2.8% of 360,000 active; also: potency is read from the fitted curve at half-maximal effect; series mostly up to about 57 µM; % is scaled to controls: 0 for no effect and ±100 for the full control effect; nearly all actives have a fitted effect of over 65% in size
The depositor's hits bear a star; ? = inconclusive; · = not tested or not shown; [ ] = dose if it differs, or a comment. Unless noted, calls follow the shape of the dose curve; as a rule, active = well fitted curve in the direction sought with a large enough effect; inconclusive = small, poorly fitted or top-dose-only effect, or another doubt; inactive = no such curve, though single readings can be large; an effect the other way counts as inactive or inconclusive.

no.	molecule	PI5P4Ka inh	WRN helicase inh	GLP-1R agonist	GLP-1R inv ag	D3 antag
1	Cc1cc(N)n(C2CCN(C)CC2)n1	2	-3%	11%	2%	-27
2	Cc1cccc(N2CCN(C(=O)CCNS(=O)(=O)c3ccc4c(c3)oc(=O)n4C)CC2)c1C	-2	-6%	-6%	?	4
3	CC(C)COC(=O)n1c(=O)oc2ccc(S(=O)(=O)N3CCCCC3)cc21	8	-12%	7%	?	0
4	CC(C)CN(C(=O)CN1CC=C(c2ccccc2)CC1)c1c(N)n(CC(C)C)c(=O)[nH]c1=O	-1	-14%	0%	0%	2
5	CCOC(=O)Cc1[nH]nc2c1C(c1ccoc1)C(C#N)=C(N)O2 (centres undefined)	·	-8%	-4%	11%	-4
6	CCCCOP(=O)(c1ccc(N(C)C)cc1)C(Nc1ccccc1)c1ccccc1 (centres undefined)	11	-9%	-13%	?	15
7	CC1(C)C(C(=O)N2CCN(C(=O)c3ccccc3)CC2)C1(C)C	-1	0%	2%	?	5
8	CCC(C)n1c(O)c(C=NC(C)c2ccccc2)c(=O)[nH]c1=S (centres undefined)	1	-11%	11%	?	1
9	Cc1nc2c(c(N3CCOCC3)n1)OCC(=O)N2	-5	5%	7%	242%[activator]	8
10	CC1(C)CN=C(Nc2ccccc2C(F)(F)F)S1	3	-6%	-6%	?	2

no.	DRD3 agonist	HEK293 tox	IL2 activator	PLK1 PBD inh
1	0	24%	-1.0	-6%
2	-9	-5%	-0.4	-15%
3	8	-4%	3.0	-15%
4	-2	-8%	-0.7	0%
5	-7	-22%	-0.9	?
6	4	?	-4.1	-8%
7	-3	-16%	-0.1	1%
8	3	2%	-3.2	2%
9	-4	11%	-0.1	-9%
10	-5	1%	-2.0	-6%

3 entries drawn at random from the list so far:
no.	molecule	PI5P4Ka inh	WRN helicase inh	GLP-1R agonist	GLP-1R inv ag	D3 antag
1	Cc1cc(N)n(C2CCN(C)CC2)n1	2	-3%	11%	2%	-27
4	CC(C)CN(C(=O)CN1CC=C(c2ccccc2)CC1)c1c(N)n(CC(C)C)c(=O)[nH]c1=O	-1	-14%	0%	0%	2
3	CC(C)COC(=O)n1c(=O)oc2ccc(S(=O)(=O)N3CCCCC3)cc21	8	-12%	7%	?	0

no.	DRD3 agonist	HEK293 tox	IL2 activator	PLK1 PBD inh
1	0	24%	-1.0	-6%
4	-2	-8%	-0.7	0%
3	8	-4%	3.0	-15%

Additional entries.
no.	molecule	PI5P4Ka inh	WRN helicase inh	GLP-1R agonist	GLP-1R inv ag	D3 antag
11	COc1ccc(-[n+]2c(-c3ccccc3)cc(-c3ccccc3)cc2-c2ccccc2)cc1	-4	-9%	0%	?	97
12	O=S(=O)(O)c1cc(O)c2c(O)c(N=Nc3cc(Cl)ccc3O)c(S(=O)(=O)O)cc2c1	-76*	45µM*	-2%	?	-61*
13	CCn1c(=S)sc2c(=O)[nH]c(SCC(=O)Nc3cc(OC)ccc3OC)nc21	-21	-4%[11.6 µM]	6%	4%	2
14	COc1ccc(NC2=NC(C)(C)CS2)cc1	-1	-3%	6%	-13%	4
15	CC12CCC(=O)C=C1CC(N1CC1)C1C2CCC2(C)C(O)CCC12 (centres undefined)	-3	4%	0%	8%	14
16	Nc1c(Cl)cc(C2=NCCn3nc4cc(C(F)(F)F)ccc4c32)cc1Cl	3	-14%	-6%	?	9
17	COc1cc(OC)c(OC)cc1CN1CCN(C(=O)COc2ccc3ccccc3c2)CC1	-11	-5%	1%	?	0
18	O=P1(c2ccccc2)CC=CC1	6	-4%	-6%	19%	16
19	CC(C)(C)NC(=O)C(C1CC1)n1c(=O)c(-c2cc3ccccc3[nH]2)nc2ccccc21 (centres undefined)	-4	-4%	·	?	-9
20	O=C(O)Cn1cc(C(=O)c2ccccc2)c2ccccc21	·	7%	-11%	8%	10

no.	DRD3 agonist	HEK293 tox	IL2 activator	PLK1 PBD inh
11	-1	-35%	-0.4	-7%
12	-23	?	-0.2	24µM*
13	3	-15%	-0.2	?
14	3	-14%	-1.6	21µM*
15	-2	-13%	-3.1	-7%
16	18	?	-2.4	-10%
17	-20	4%	-4.5	-10%
18	1	3%	0.7	1%
19	3	·	-0.9	-5%
20	-8	5%	-3.5	-6%

The results go on.
no.	molecule	PI5P4Ka inh	WRN helicase inh	GLP-1R agonist	GLP-1R inv ag	D3 antag
21	COc1ccc(OCC#CCN2CCCCCC2)cc1	4	-5%	3%	?	-18
22	Cc1cc(C=C2C(=O)NC(=O)NC2=O)c(C)n1-c1ccc2c(c1)OCO2	?	-9%	5%	?	-1
23	C[C@H]1C=CC(=O)O[C@H]1c1ccccc1	1	-1%	-2%	?	-19
24	O=C(O)Cn1cc(/C=C2\C(=O)NC(=O)N(c3ccc(Br)cc3)C2=O)c2ccccc21	-26	?	1%	-19%	4
25	COC(=O)c1ccc(Cl)c(NC(=O)CN2CCN(Cc3ccccc3)CC2)c1	11	1%	-8%	?	37
26	CCn1c(O)c(C(c2ccccn2)c2c(O)n(CC)c(=S)[nH]c2=O)c(=O)[nH]c1=S	·	-12%	-11%	38%[activator]	-14
27	COc1ccccc1N1CCN(Cc2c(F)cccc2F)CC1	·	-10%	3%	-16%	-69*
28	CC(C)NC(C)C(=O)C12CC3CC(CC(C3)C1)C2 (centres undefined)	-2	-2%	23%	-6%	0
29	C=CCC[C@@H](Cc1ccc(F)cc1)C(=O)OC[C@@H](NC(=O)[C@@H](CC=C)CC(=O)N[C@H](CO)Cc1ccccc1)C(C)(C)C	0	9%	-2%	?	-63*
30	O=c1[nH]c(=S)n(C2CC2)c(O)c1C=NCC1CCCO1 (centres undefined)	-4	2%	6%	7%	5

no.	DRD3 agonist	HEK293 tox	IL2 activator	PLK1 PBD inh
21	-10	-5%	-2.0	-10%
22	-7	-20%	-3.8	1%
23	-12	-30%	-0.1	-4%
24	7	-10%	0.9	3µM*
25	4	-7%	0.0	1%
26	-6	1%	1.6	-6%
27	-31	9%	-1.2	-7%
28	-7	24%	0.6	-2%
29	-16	0%	-0.6	-12%
30	-15	1%	-3.2	-6%

Other records follow:
no.	molecule	PI5P4Ka inh	WRN helicase inh	GLP-1R agonist	GLP-1R inv ag	D3 antag
31	Cc1nn(Cc2ccccc2)c(Cl)c1C(=O)OCC(=O)N1CCCC1	0	0%	1%	7%	-5
32	Cc1[nH]nc(-c2ccc(OCc3cnn(-c4ccccc4)c3)c(C)c2O)c1Oc1ccccc1	-3	1%	0%	?	-10
33	CC1=CC(=Cc2sc3ccccc3[n+]2C)C=C(C)O1	-13	-6%	-6%	?	-15
34	CSC(=Nc1ccccc1)c1c(O)n(C)c(=O)n(C)c1=O	·	-24%	-8%	0%	-18
35	Cc1nc2ccccc2c(=O)n1-c1cccc(C(F)(F)F)c1	1	-13%	6%	2%	13
36	Cn1c(O)c(C=Nc2ccccc2)c(=O)n(C)c1=O	-10	1%	2%	-11%	-13
37	CCCCC(=O)N/N=C/c1c(O)n(C2CC2)c(=S)[nH]c1=O	4	4%	-17%	16%	3
38	CCNC(=O)NC(=O)C(C)OC(=O)c1c(C)nn(Cc2ccccc2Cl)c1Cl (centres undefined)	-7	0%	0%	?	4
39	CCOc1ccccc1N1CCN(C(=O)c2ccc3c(c2)OCO3)CC1	-3	0%	5%	?	-4
40	Cc1cc(C)c2c(ccc3cccc[n+]32)c1	-3	3%	0%	-21%	1

no.	DRD3 agonist	HEK293 tox	IL2 activator	PLK1 PBD inh
31	-2	3%	0.0	-7%
32	2	?	0.4	-6%
33	-11	?	0.6	-1%
34	-11	0%	-2.9	-12%
35	3	14%	-0.3	-5%
36	-7	-2%	-4.0	-5%
37	2	-13%	0.5	0%
38	6	-4%	0.4	-5%
39	-3	?	0.0	-10%
40	11	-17%	-4.5	2%

Later entries.
no.	molecule	PI5P4Ka inh	WRN helicase inh	GLP-1R agonist	GLP-1R inv ag	D3 antag
41	COC(=O)[C@@]1(Cc2ccc(F)cc2)[C@H]2c3cc(C(=O)N(C)C)[nH]c3C[C@H]2CN1C(=O)c1ccccc1	-1	6%	3%	-14%	5
42	CC(C#N)CCC#N (centres undefined)	-8	9%	1%	-5%	6
43	C=CCN(CC=C)C(=O)Nc1ccc(OCC)cc1	-4	1%	7%	11%	-10
44	CC(=O)NC(CCc1ccc(Cl)c(Cl)c1)c1cccc(O)c(=O)c1 (centres undefined)	0	8%	-3%	?	?
45	CN1CCN(c2c(N)c(=O)oc3ccccc23)CC1	·	-7%	3%	-23%	-28

no.	DRD3 agonist	HEK293 tox	IL2 activator	PLK1 PBD inh
41	13	-17%	0.2	4%
42	-26	3%	0.8	-5%
43	5	6%	-5.3	-8%
44	-6	?	1.8	-18%
45	-23	0%	0.2	-6%

Three entries from above, sorted by number of heavy atoms, largest number first.
no.	molecule	PI5P4Ka inh	WRN helicase inh	GLP-1R agonist	GLP-1R inv ag	D3 antag
41	COC(=O)[C@@]1(Cc2ccc(F)cc2)[C@H]2c3cc(C(=O)N(C)C)[nH]c3C[C@H]2CN1C(=O)c1ccccc1	-1	6%	3%	-14%	5
43	C=CCN(CC=C)C(=O)Nc1ccc(OCC)cc1	-4	1%	7%	11%	-10
40	Cc1cc(C)c2c(ccc3cccc[n+]32)c1	-3	3%	0%	-21%	1

no.	DRD3 agonist	HEK293 tox	IL2 activator	PLK1 PBD inh
41	13	-17%	0.2	4%
43	5	6%	-5.3	-8%
40	11	-17%	-4.5	2%

High-throughput results: PubChem, National Center for Advancing Translational Sciences (NCATS)

The list is partial; count on the stated rates, not on these rows.
